Bioassay records (PubChem BioAssay)
BioA inh: BioA (M. tuberculosis) enzyme inhibition. purified M. tuberculosis BioA enzyme, plate reader. inhibition, % at 9.99 µM. actives 0.096% (n = 360,000); in the data active = inhibition above about 40%
Numbers without * were called inactive. These rows are one share of the data. The share of hits here may be higher or lower than overall.

Compound: COC(=O)[C@H]1[C@H](CO)[C@H]2Cn3c(ccc(-c4ccccc4F)c3=O)[C@@H]1N2Cc1cccnc1
  BioA inh = 1.3

Compound: CC(C)NC(=O)Nc1ccc2c(c1)C(=O)N([C@@H](C)CO)C[C@H](C)[C@@H](CN(C)C(=O)c1ccccc1)OCCCC[C@@H](C)O2
  BioA inh = 0.2

Compound: CCCNC(=O)C[C@@H]1CC[C@@H]2[C@@H](COc3ccc(NC(=O)c4ccccc4)cc3C(=O)N2C)O1
  BioA inh = 0.8

Compound: C[C@@H]1CN([C@@H](C)CO)C(=O)c2cc(C#CCC3CCCC3)cnc2O[C@H]1CN(C)C(=O)CC1CC1
  BioA inh = -0.6

Compound: COc1ccc(NC(=O)N(C)C[C@H]2OCc3cnnn3CCCC(=O)N([C@@H](C)CO)C[C@@H]2C)c(OC)c1
  BioA inh = -0.2

Compound: COc1cccc(S(=O)(=O)N(C)C[C@@H]2Oc3ncc(-c4cccc(C(=O)N(C)C)c4)cc3C(=O)N([C@H](C)CO)C[C@H]2C)c1
  BioA inh = 0.4

Compound: CCN1[C@@H]2c3cccc(=O)n3C[C@H]1[C@H](CO)[C@H]2C(=O)NC1Cc2ccccc2C1
  BioA inh = -1.4

Compound: CN1C(=O)c2cc(NC(=O)C3CCOCC3)ccc2OC[C@H]2O[C@H](CC(=O)NC3CCCC3)CC[C@H]21
  BioA inh = -0.5

Compound: CCC(=O)N1[C@@H]2c3cccc(=O)n3C[C@@H]2[C@@H](CO)[C@@H]1C(=O)NC1CCC1
  BioA inh = -1.7

Compound: COc1ccc(S(=O)(=O)N(C)C[C@H]2OCc3ccccc3-c3c(n(C)c4ccccc34)C(=O)N([C@@H](C)CO)C[C@@H]2C)cc1
  BioA inh = -1.8

Compound: C[C@@H]1CCCCO[C@@H](CN(C)Cc2ccncc2)[C@H](C)CN([C@@H](C)CO)C(=O)c2cc(NC(=O)Nc3cccc4ccccc34)ccc2O1
  BioA inh = 2.9

Compound: COc1ccc(S(=O)(=O)N(C)C[C@@H]2OCCCC[C@H](C)Oc3ccc(NC(=O)Nc4cccc5ccccc45)cc3C(=O)N([C@@H](C)CO)C[C@H]2C)cc1
  BioA inh = -2.1

Compound: C[C@@H]1CN([C@@H](C)CO)C(=O)c2cccc(NC(=O)c3ccc(-c4nccs4)cc3)c2O[C@@H]1CN(C)S(=O)(=O)c1ccc(F)cc1
  BioA inh = 0.1

Compound: C[C@H](CO)N1C[C@H](C)[C@H](CN(C)Cc2ccc(Cl)c(Cl)c2)Oc2c(NS(C)(=O)=O)cccc2C1=O
  BioA inh = 3.5

Compound: Cc1ccc(S(=O)(=O)N(C)C[C@H]2Oc3ccc(NC(=O)Cc4cn(C)c5ccccc45)cc3C(=O)N([C@H](C)CO)C[C@H]2C)cc1
  BioA inh = -2.7

Molecules shown so far that contain fluorine:
Compound: COC(=O)[C@H]1[C@H](CO)[C@H]2Cn3c(ccc(-c4ccccc4F)c3=O)[C@@H]1N2Cc1cccnc1
  BioA inh = 1.3

Compound: C[C@@H]1CN([C@@H](C)CO)C(=O)c2cccc(NC(=O)c3ccc(-c4nccs4)cc3)c2O[C@@H]1CN(C)S(=O)(=O)c1ccc(F)cc1
  BioA inh = 0.1

(further entries)
Compound: CC=Cc1ccc2n(c1=O)C[C@H]1[C@H](CO)[C@@H](C(=O)N[C@H](C)c3ccccc3)N(C)[C@@H]21 (mixture of isomers)
  BioA inh = -0.9

Compound: O=C(Nc1ccccc1F)N1CCCCN2[C@@H](CO)[C@@H](c3ccc(-c4cccnc4)cc3)[C@@H]2C1
  BioA inh = 5.5

Compound: COc1ccc(CN2[C@@H]3CN(C(=O)Nc4ccc(F)cc4)c4ccccc4[C@@H]3[C@@H]2CO)cc1
  BioA inh = -2.3

Compound: O=C(NC1Cc2ccccc2C1)[C@@H]1[C@@H](CO)[C@@H]2Cn3c(cccc3=O)[C@@H]2N1C(=O)c1ccccn1
  BioA inh = 1.2

Compound: COCC(=O)N1CCCCN2[C@H](C1)[C@H](c1ccc(-c3ccccc3)cc1)[C@@H]2CO
  BioA inh = -1.4

Compound: Cc1noc(C)c1NC(=O)N(C)C[C@H]1Oc2ccc(NC(=O)Cc3ccccc3)cc2CC(=O)N([C@@H](C)CO)C[C@@H]1C
  BioA inh = 0.6

Compound: C[C@H](CO)N1C[C@H](C)[C@@H](CN(C)Cc2ccccc2)Oc2ncc(C#CC3(O)CCCC3)cc2C1=O
  BioA inh = 12

Compound: C[C@H]1CN([C@@H](C)CO)C(=O)c2cc(-c3ccccc3F)cnc2O[C@@H]1CN(C)C(=O)C1CCOCC1
  BioA inh = -0.7

Compound: O=C(NC[C@@H]1[C@H](c2ccccc2)[C@H](CO)N1C(=O)Cc1cccnc1)C1CCC1
  BioA inh = 14

Compound: CCC(=O)NC[C@H]1[C@H](c2ccccc2)[C@@H](CO)N1C(=O)C1CCC1
  BioA inh = -2.7

Compound: C[C@H](CO)N1C[C@H](C)[C@@H](CN(C)S(=O)(=O)c2ccc(Cl)cc2)OCCCC[C@H](C)Oc2ccc(NC(=O)NC3CCCCC3)cc2C1=O
  BioA inh = -1.6

Compound: C=CC[C@]1(C(=O)NCCCOC)COC(c2ccc(OCCCO)cc2)=N1
  BioA inh = -1.5

Compound: C[C@@H]1CN([C@@H](C)CO)C(=O)c2ccccc2-c2ccccc2CO[C@H]1CN(C)C(=O)Nc1cccc(F)c1
  BioA inh = 0.0

Compound: Cc1ccc(S(=O)(=O)Nc2ccc3c(c2)CC(=O)N([C@H](C)CO)C[C@H](C)[C@@H](CN(C)Cc2ccc(Cl)c(Cl)c2)O3)cc1
  BioA inh = -1.3

Compound: COc1ccc(NC(=O)Nc2ccc3c(c2)C(=O)N([C@@H](C)CO)C[C@H](C)[C@@H](CN(C)C(=O)Nc2ccccc2)O3)cc1
  BioA inh = -0.5

Compound: CCC(=O)N1[C@H](CN(C)C(C)=O)[C@@H](c2ccc(C3=CCCC3)cc2)[C@@H]1CO
  BioA inh = -0.7

Compound: COc1cccc(-c2ccc3c(c2)O[C@H](CN(C)Cc2cccnc2)[C@H](C)CN([C@@H](C)CO)S3(=O)=O)c1
  BioA inh = -1.7

Compound: C[C@@H]1CN([C@@H](C)CO)C(=O)c2cc(NC(=O)CCCN(C)C)ccc2O[C@H]1CN(C)CC1CCCCC1
  BioA inh = 2.5

Compound: C[C@H](CO)N1C[C@H](C)[C@H](CN(C)Cc2ccc(Cl)c(Cl)c2)OCCCC[C@H](C)Oc2ccc(NC(=O)c3ccccc3)cc2C1=O
  BioA inh = -2.2

Compound: COc1ccccc1-c1ccc2c(c1)O[C@@H](CN(C)C(=O)c1ccccc1)[C@@H](C)CN([C@@H](C)CO)S2(=O)=O
  BioA inh = 0.0

Compound: CCCNC(=O)N1C[C@H]2[C@@H](c3ccccc31)[C@@H](CO)N2C(=O)C1CCOCC1
  BioA inh = -0.5

Compound: Cc1ccc(S(=O)(=O)Nc2cccc3c2O[C@@H](CN(C)Cc2ccc(C(=O)O)cc2)[C@@H](C)CN([C@H](C)CO)C3=O)cc1
  BioA inh = 4.5

Compound: C/C=C/c1cnc2c(c1)C(=O)N([C@H](C)CO)C[C@H](C)[C@H](CN(C)Cc1ccncc1)O2
  BioA inh = 0.6

Compound: C[C@@H]1CN([C@@H](C)CO)C(=O)Cc2cc(NC(=O)Nc3ccc4c(c3)OCO4)ccc2O[C@H]1CN(C)Cc1ccc(-c2ccccc2)cc1
  BioA inh = 3.0

Compound: Cc1noc(C)c1NC(=O)NCC[C@H]1CC[C@@H](NC(=O)c2ccc(F)cc2)[C@@H](CO)O1
  BioA inh = -1.0

Compound: CC(=O)N[C@@H]1CC[C@H](CC(=O)NCC2CCCCC2)O[C@@H]1CO
  BioA inh = -0.3

Compound: C[C@H](CO)N1C[C@H](C)[C@@H](CN(C)Cc2ccncc2)Oc2c(NC(=O)Nc3ccc(C(F)(F)F)cc3)cccc2C1=O
  BioA inh = 0.5

Compound: CC=Cc1ccc2n(c1=O)C[C@H]1[C@H](CO)[C@@H](C(=O)N[C@@H](C)c3ccccc3)N(C(=O)c3ccccn3)[C@@H]21 (mixture of isomers)
  BioA inh = -1.7

Compound: O=C(N[C@@H]1CC[C@H](CCNS(=O)(=O)c2ccc(Cl)cc2)O[C@H]1CO)c1ccccn1
  BioA inh = 0.2

Compound: COc1ccccc1C#Cc1ccc2c(c1)[C@@H]1[C@@H](CCN1C(=O)c1ccncc1)[C@@H](CO)N2
  BioA inh = -0.9

Reformatted as a markdown table: part of the list above.
| smiles | BioA inh |
| --- | --- |
| C[C@@H]1CN([C@@H](C)CO)C(=O)c2cc(NC(=O)CCCN(C)C)ccc2O[C@H]1CN(C)CC1CCCCC1 | 2.5 |
| C[C@H](CO)N1C[C@H](C)[C@H](CN(C)Cc2ccc(Cl)c(Cl)c2)OCCCC[C@H](C)Oc2ccc(NC(=O)c3ccccc3)cc2C1=O | -2.2 |
| COc1ccccc1-c1ccc2c(c1)O[C@@H](CN(C)C(=O)c1ccccc1)[C@@H](C)CN([C@@H](C)CO)S2(=O)=O | 0.0 |
| CCCNC(=O)N1C[C@H]2[C@@H](c3ccccc31)[C@@H](CO)N2C(=O)C1CCOCC1 | -0.5 |
| Cc1ccc(S(=O)(=O)Nc2cccc3c2O[C@@H](CN(C)Cc2ccc(C(=O)O)cc2)[C@@H](C)CN([C@H](C)CO)C3=O)cc1 | 4.5 |
| C/C=C/c1cnc2c(c1)C(=O)N([C@H](C)CO)C[C@H](C)[C@H](CN(C)Cc1ccncc1)O2 | 0.6 |
| C[C@@H]1CN([C@@H](C)CO)C(=O)Cc2cc(NC(=O)Nc3ccc4c(c3)OCO4)ccc2O[C@H]1CN(C)Cc1ccc(-c2ccccc2)cc1 | 3.0 |
| Cc1noc(C)c1NC(=O)NCC[C@H]1CC[C@@H](NC(=O)c2ccc(F)cc2)[C@@H](CO)O1 | -1.0 |
| CC(=O)N[C@@H]1CC[C@H](CC(=O)NCC2CCCCC2)O[C@@H]1CO | -0.3 |
| C[C@H](CO)N1C[C@H](C)[C@@H](CN(C)Cc2ccncc2)Oc2c(NC(=O)Nc3ccc(C(F)(F)F)cc3)cccc2C1=O | 0.5 |
| CC=Cc1ccc2n(c1=O)C[C@H]1[C@H](CO)[C@@H](C(=O)N[C@@H](C)c3ccccc3)N(C(=O)c3ccccn3)[C@@H]21 (mixture of isomers) | -1.7 |
| O=C(N[C@@H]1CC[C@H](CCNS(=O)(=O)c2ccc(Cl)cc2)O[C@H]1CO)c1ccccn1 | 0.2 |
| COc1ccccc1C#Cc1ccc2c(c1)[C@@H]1[C@@H](CCN1C(=O)c1ccncc1)[C@@H](CO)N2 | -0.9 |

(next part)
Compound: C[C@@H](O)C#Cc1ccc2c(c1)O[C@@H](CN(C)CC1CCOCC1)[C@@H](C)CN([C@@H](C)CO)S2(=O)=O
  BioA inh = 0.5

Compound: COc1ccc(NC(=O)Nc2ccc3c(c2)[C@@H]2C[C@@H](CC(=O)NC4CCCC4)O[C@H](CO)[C@@H]2O3)cc1
  BioA inh = -2.3

Compound: C[C@H]1CN([C@@H](C)CO)C(=O)c2cc(/C=C/c3ccccc3)cnc2O[C@H]1CN(C)Cc1ccccc1F
  BioA inh = -1.1

Compound: COc1ccc(CN(C)C[C@@H]2Oc3ccc(NS(=O)(=O)c4ccc(F)cc4)cc3CC(=O)N([C@H](C)CO)C[C@H]2C)cc1
  BioA inh = 0.1

Compound: COc1ccc(CN(C)C[C@@H]2OCCCC[C@@H](C)Oc3ccc(NC(=O)Nc4ccc(C(F)(F)F)cc4)cc3C(=O)N([C@H](C)CO)C[C@H]2C)cc1
  BioA inh = -0.3

Compound: C[C@H]1CN([C@@H](C)CO)C(=O)Cc2cc(NC(=O)Nc3ccc(F)cc3)ccc2O[C@H]1CN(C)Cc1ccc(-c2ccccc2)cc1
  BioA inh = -3.3

Compound: COCC#Cc1ccc([C@@H]2[C@@H](C#N)N(C(=O)Cc3ccccc3)[C@@H]2CO)cc1
  BioA inh = 0.5

Compound: C[C@H](CO)N1C[C@H](C)[C@@H](CN(C)S(=O)(=O)c2cccs2)Oc2ccc(NC(=O)Nc3ccc(C(F)(F)F)cc3)cc2CC1=O
  BioA inh = -1.1

Compound: CCS(=O)(=O)Nc1ccc2c(c1)C(=O)N(C)[C@H]1CC[C@H](CC(=O)N3CCCCC3)O[C@@H]1CO2
  BioA inh = -1.1

Compound: C[C@H]1CN([C@@H](C)CO)C(=O)c2cc(-c3ccc(C#N)cc3)cnc2O[C@@H]1CN(C)CC1CCCCC1
  BioA inh = 4.2

Compound: CC=Cc1ccc2n(c1=O)C[C@@H]1[C@@H](CO)[C@H](C(=O)NCCC)N(Cc3ccccn3)[C@H]21 (mixture of isomers)
  BioA inh = -2.4

Compound: COc1ccc(CN(C)C[C@H]2Oc3c(NC(=O)Nc4cccc5ccccc45)cccc3C(=O)N([C@H](C)CO)C[C@H]2C)cc1
  BioA inh = -2.2

Compound: Cc1noc(C)c1NC(=O)Nc1cccc2c1O[C@H](CN(C)Cc1ccccc1)[C@@H](C)CN([C@@H](C)CO)C2=O
  BioA inh = -1.1

Compound: CCS(=O)(=O)N1CCCCN2[C@H](CO)[C@H](c3ccc(-c4cccc(C#N)c4)cc3)[C@H]2C1
  BioA inh = -0.9

Compound: CC=Cc1ccc2n(c1=O)C[C@H]1[C@H](CO)[C@@H](C(=O)NCc3ccccn3)[C@@H]2N1CC1CC1 (mixture of isomers)
  BioA inh = 2.4

Compound: CC(C)C#Cc1ccc2c(c1)O[C@H](CN(C)C(=O)Nc1ccccc1)[C@@H](C)CN([C@H](C)CO)S2(=O)=O
  BioA inh = 3.9

Compound: COc1ccc(NC(=O)N[C@H]2C=C[C@H](CC(=O)NCc3ccccn3)O[C@H]2CO)cc1
  BioA inh = -2.5

Compound: CCNC(=O)C[C@@H]1C=C[C@H](NC(=O)C2CCC2)[C@@H](CO)O1
  BioA inh = -1.1

Compound: C[C@H](CO)N1C[C@H](C)[C@@H](CN(C)C(=O)c2ccc(F)cc2)Oc2ncc(C3=CCCC3)cc2C1=O
  BioA inh = 2.6

Compound: Cc1cc(C(=O)Nc2cccc3c2O[C@@H](CN(C)C(=O)NC(C)C)[C@@H](C)CN([C@@H](C)CO)C3=O)n(C)n1
  BioA inh = 2.2

Compound: COc1ccc(S(=O)(=O)N(C)C[C@H]2Oc3ccc(NS(=O)(=O)c4c(C)noc4C)cc3CC(=O)N([C@@H](C)CO)C[C@@H]2C)cc1
  BioA inh = -0.5

Compound: O=C(C[C@@H]1CC[C@@H]2[C@H](COC[C@H](O)CN2C(=O)Nc2ccc3c(c2)OCO3)O1)N1CCN(c2ccccc2)CC1
  BioA inh = -1.9
